Compound activity from PubChem BioAssay.
SMARCA2 activ: SMARCA2 function activation, primary screen; MG213 cells, MMTV-luciferase reporter, dexamethasone, overnight; activation, % at 9.1 µM; 1% of 370,000 active; AID 652017; in the data active means activation above about 7.8%;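 further: 0% = vehicle wells and 100% = reference activator wells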
NPR2 activator: GC-B (human) receptor activation; P20594; HEK293-GC-B cells, CNP EC30, cGMP TR-FRET; 0% at EC30 CNP, 100% saturating CNP; activation, % at 10 µM; 0.11% of 370,000 active;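 active means activation at 10 µM reaching about 35% in either raw or pattern-adjusted values, limit read from the data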
Target sequence (P20594 whole entry, looked up): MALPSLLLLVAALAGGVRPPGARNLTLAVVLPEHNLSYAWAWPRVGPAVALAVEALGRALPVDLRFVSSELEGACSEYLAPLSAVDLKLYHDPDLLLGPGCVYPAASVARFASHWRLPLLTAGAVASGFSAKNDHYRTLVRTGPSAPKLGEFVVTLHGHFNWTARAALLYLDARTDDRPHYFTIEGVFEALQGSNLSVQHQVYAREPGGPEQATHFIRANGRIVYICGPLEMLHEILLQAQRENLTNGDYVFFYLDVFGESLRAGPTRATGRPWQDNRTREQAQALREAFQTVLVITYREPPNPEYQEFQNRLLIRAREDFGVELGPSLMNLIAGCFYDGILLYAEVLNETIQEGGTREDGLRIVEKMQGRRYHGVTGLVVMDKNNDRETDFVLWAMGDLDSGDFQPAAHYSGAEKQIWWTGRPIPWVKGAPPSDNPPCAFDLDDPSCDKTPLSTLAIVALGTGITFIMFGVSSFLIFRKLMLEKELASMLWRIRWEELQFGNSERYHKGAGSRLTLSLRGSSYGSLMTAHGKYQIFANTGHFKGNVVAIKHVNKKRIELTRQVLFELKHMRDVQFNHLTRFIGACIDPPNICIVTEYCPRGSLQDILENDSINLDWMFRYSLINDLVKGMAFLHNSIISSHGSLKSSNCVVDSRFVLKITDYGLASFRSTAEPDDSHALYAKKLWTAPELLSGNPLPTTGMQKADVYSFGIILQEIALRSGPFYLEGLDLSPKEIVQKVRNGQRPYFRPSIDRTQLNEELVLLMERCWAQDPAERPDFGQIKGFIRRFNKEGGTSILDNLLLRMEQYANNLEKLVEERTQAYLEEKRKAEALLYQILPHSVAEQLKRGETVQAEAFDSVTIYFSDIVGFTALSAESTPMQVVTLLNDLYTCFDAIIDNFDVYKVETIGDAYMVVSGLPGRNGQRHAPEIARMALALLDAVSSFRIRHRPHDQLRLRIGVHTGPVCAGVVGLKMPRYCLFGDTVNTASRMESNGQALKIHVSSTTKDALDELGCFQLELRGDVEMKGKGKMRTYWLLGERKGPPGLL
GC-A act: GC-A (human) enzyme activation. P16066. HEK293 GC-A cells, cGMP TR-FRET, EC30 ANP; 0% at EC30 ANP, 100% saturating ANP. activation, % at 10 µM. 0.14% of 370,000 active; in the data active means activation above about 40%
proKLK7 act: proKLK7 (human) activation, primary screen | P49862 | purified proKLK7, EDANS-DABCYL substrate fluorescence; 100% is mature enzyme control, 0% vehicle | activation, % at 7 µM | 0.9% of 370,000 active;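 active means activation above the mean of all tested compounds plus 3 SD, computed per campaign excluding outliers beyond control limits, cut at about 13% in these data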
ssDAF-12 act: S. stercoralis DAF-12 activation, primary screen | HEK293 ssDAF-12/GRIP1 lit1-tk-luc reporter, luminescence; % of 3 µM dafachronic acid response | activation, % at 6.8 µM | 1% of 370,000 active | AID 652126;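 active means activation above the mean over all tested compounds plus 3 SD, cut at about 0.9% in these data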;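 further: 0% = DMSO-only wells and 100% = 3 µM delta7-dafachronic acid wells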
HGIII-sPLA2 inh: Inhibits HGIII-sPLA2 liposome hydrolysis, primary screen; 0.56% of 370,000 active; Q9NZ20; AID 743126; QFRET BODIPY PC-A2 liposome hydrolysis, fluorescence; inhibition, % at 12.2 µM;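 active means inhibition above mean plus 3 SD of compounds lying within the high and low control bounds, cut at about 19% in these data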;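 further: 0% = median of test compound wells and 100% = no enzyme DMSO wells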
hcDAF12 agonist: activates DAF-12 receptor from parasite H. contortus; HEK293 hcDAF-12 lit1-tk-luc reporter, luminescence; 0% DMSO, 100% Δ7-dafachronic acid; activation, % at 6.8 µM; 1.4% of 370,000 active;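 active means activation above the mean of all tested compounds plus 3 SD, cut at about 5.5% in these data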;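 further: 100% = response to 3 µM Δ7-dafachronic acid high control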
DAX1 inh-1: inhibitors of DAX1 repression of SF-1 activated StAR promoter. HEK293T StAR-luciferase reporter, SF-1/DAX-1 repression relief. inhibition, % at 6.8 µM. 1.1% of 370,000 active. AID 652010;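 active means inhibition above the mean over all tested compounds plus 3 SD, cut at about 3.6% in these data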;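 further: 0% = DAX-1 cells with DMSO and 100% = cells lacking DAX-1 with DMSO; higher inhibition means more luminescence from relief of DAX-1 repression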
DAX1 inh-2: NR0B1 (DAX1) inhibition; P51843; HEK293 Gal4-DAX1 luciferase reporter, luminescence; inhibition, % at 6.75 µM; 0.99% of 340,000 active; AID 504766;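 active means inhibition above the mean over all tested compounds plus 3 SD, cut at about 4.2% in these data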;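 further: 0% = DAX1-transfected cells with DMSO and 100% = empty-vector control cells with DMSO; inhibition shows as a rise in luminescence from relieved DAX1 repression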
FXN GAA850 act: increases GAA850 frataxin promoter reporter activity; 0.56% of 360,000 active; AID 540364; HEK293 lucGAA850 FXN promoter luciferase reporter, 24 h; percent of 10 µM SAHA response; activation, % at 6 µM;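 active means activation above the average of all compounds screened plus 3 SD, cutoff fixed separately per campaign, cut at about 7.5% in these data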;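 further: 0% = DMSO wells and 100% = 10 µM SAHA wells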
hgDAF-12 ag: hgDAF-12 agonism, primary luciferase screen. HEK293 GAL4-hgDAF12 UAS-luciferase reporter, agonist luminescence; normalized to butyrate control. activation, % at 6.8 µM. 1.8% of 370,000 active;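 active means activation above a cutoff set at the mean of all screened compounds plus 3 SD, cut at about 10% in these data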;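 further: 0% = DMSO wells and 100% = sodium butyrate wells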
Active calls of the source: *.

Results for O=C(c1ccc(-n2cncn2)c([N+](=O)[O-])c1)N1CCN(c2cccc(Cl)c2)CC1 ?
SMARCA2 activ: -1; NPR2 activator: 2; GC-A act: -2; proKLK7 act: -0.1; ssDAF-12 act: -1.2; HGIII-sPLA2 inh: -4; hcDAF12 agonist: -0.3; DAX1 inh-1: -1.7; DAX1 inh-2: 0.2; FXN GAA850 act: -0.2; hgDAF-12 ag: -3.4

What do the screens show for `Cc1ccc(CC(=O)N/N=C/c2ccc(OC(=O)c3ccc([N+](=O)[O-])cc3)cc2)cc1`?
SMARCA2 activ: -3; NPR2 activator: 4; GC-A act: 0; proKLK7 act: 0.7; ssDAF-12 act: -1.6; HGIII-sPLA2 inh: 0; hcDAF12 agonist: 2.8; DAX1 inh-1: -0.3; DAX1 inh-2: -0.7; FXN GAA850 act: 1.5; hgDAF-12 ag: -2.9

Results for Cc1cccc(N(CC(=O)Nc2c(C)n(C)n(-c3ccccc3)c2=O)S(C)(=O)=O)c1C ?
SMARCA2 activ: -2; NPR2 activator: 0; GC-A act: 3; proKLK7 act: -0.5; ssDAF-12 act: -1.4; HGIII-sPLA2 inh: 1; hcDAF12 agonist: -1.0; DAX1 inh-1: -0.4; DAX1 inh-2: -0.3; FXN GAA850 act: 3.1; hgDAF-12 ag: -1.5

What do the screens show for `O=C(c1ccc2c(c1)N(Cc1ccccc1)CCS2)N1CCCCC1`?
SMARCA2 activ: -2; NPR2 activator: -8; GC-A act: 0; proKLK7 act: 2.7; ssDAF-12 act: -1.3; HGIII-sPLA2 inh: 6; hcDAF12 agonist: -2.7; DAX1 inh-1: 0.0; DAX1 inh-2: 2.6; FXN GAA850 act: 0.9; hgDAF-12 ag: -4.4

How did C=CCn1c(C)nnc1SCC(=O)Nc1oc(C)c2c(C)n[nH]c(=O)c12 do in these assays?
SMARCA2 activ: -1; NPR2 activator: -2; GC-A act: 0; proKLK7 act: 0.0; ssDAF-12 act: -0.8; HGIII-sPLA2 inh: 1; hcDAF12 agonist: -1.1; DAX1 inh-1: -0.3; DAX1 inh-2: 3.8; FXN GAA850 act: -0.3; hgDAF-12 ag: -0.3

What do the screens show for `COc1cccc(NC(=O)CC(c2ccc(OC(C)C)cc2)c2ccccc2OC)c1` (stereo unspecified)?
SMARCA2 activ: -4; NPR2 activator: -1; GC-A act: 2; proKLK7 act: -0.5; ssDAF-12 act: -1.4; HGIII-sPLA2 inh: 4; hcDAF12 agonist: -1.3; DAX1 inh-1: -0.3; DAX1 inh-2: -1.2; FXN GAA850 act: -5.2; hgDAF-12 ag: -1.4

What do the screens show for `CCN(CC)S(=O)(=O)c1ccc(C(=O)NCC(=O)NCc2ccc3c(c2)OCO3)cc1`?
SMARCA2 activ: 3; NPR2 activator: 5; GC-A act: 1; proKLK7 act: -0.2; ssDAF-12 act: -1.1; HGIII-sPLA2 inh: -5; hcDAF12 agonist: 3.7; DAX1 inh-1: -2.6; DAX1 inh-2: 0.3; FXN GAA850 act: -2.8; hgDAF-12 ag: -6.6

What do the screens show for `O=C1CC(NS(=O)(=O)c2cccs2)CN1c1ccc(F)cc1` (stereo unspecified)?
SMARCA2 activ: 0; NPR2 activator: 1; GC-A act: 1; proKLK7 act: 0.2; ssDAF-12 act: -1.2; HGIII-sPLA2 inh: -5; hcDAF12 agonist: 0.0; DAX1 inh-1: 0.4; DAX1 inh-2: -0.4; FXN GAA850 act: -0.1; hgDAF-12 ag: 0.7

Results for Cc1ccccc1C(=O)c1cccn1CC(=O)NCc1ccc2c(c1)OCO2 ?
SMARCA2 activ: 3; NPR2 activator: -1; GC-A act: -2; proKLK7 act: -0.1; ssDAF-12 act: -0.9; HGIII-sPLA2 inh: -4; hcDAF12 agonist: -0.6; DAX1 inh-1: 0.5; DAX1 inh-2: 0.7; FXN GAA850 act: 2.7; hgDAF-12 ag: 1.6

How did CC(C)N1CCN(Cc2cnc(N3CCCC3)s2)CC1CCO (stereo unspecified) do in these assays?
SMARCA2 activ: 0; NPR2 activator: 2; GC-A act: -3; proKLK7 act: 0.4; ssDAF-12 act: -1.6; HGIII-sPLA2 inh: -4; hcDAF12 agonist: 1.2; DAX1 inh-1: -0.7; DAX1 inh-2: 0.8; FXN GAA850 act: 0.2; hgDAF-12 ag: -2.5

2 consecutive entries already listed:
Results for Cc1ccccc1C(=O)c1cccn1CC(=O)NCc1ccc2c(c1)OCO2 ?
SMARCA2 activ: 3; NPR2 activator: -1; GC-A act: -2; proKLK7 act: -0.1; ssDAF-12 act: -0.9; HGIII-sPLA2 inh: -4; hcDAF12 agonist: -0.6; DAX1 inh-1: 0.5; DAX1 inh-2: 0.7; FXN GAA850 act: 2.7; hgDAF-12 ag: 1.6

How did CC(C)N1CCN(Cc2cnc(N3CCCC3)s2)CC1CCO (stereo unspecified) do in these assays?
SMARCA2 activ: 0; NPR2 activator: 2; GC-A act: -3; proKLK7 act: 0.4; ssDAF-12 act: -1.6; HGIII-sPLA2 inh: -4; hcDAF12 agonist: 1.2; DAX1 inh-1: -0.7; DAX1 inh-2: 0.8; FXN GAA850 act: 0.2; hgDAF-12 ag: -2.5

The list continues.
Results for Cc1ccc(-c2nc3ncccc3n2O)cc1 ?
SMARCA2 activ: 0; NPR2 activator: -1; GC-A act: -6; proKLK7 act: 0.0; ssDAF-12 act: -0.7; HGIII-sPLA2 inh: -4; hcDAF12 agonist: 0.2; DAX1 inh-1: 0.0; DAX1 inh-2: 2.2; FXN GAA850 act: 3.4; hgDAF-12 ag: 1.7

How did Cc1cc(C)c(CN2CCN(C(=O)Cn3cnc(C(=O)Nc4ccc(C)c(C)c4)n3)CC2)c(C)c1 do in these assays?
SMARCA2 activ: -5; NPR2 activator: -1; GC-A act: 1; proKLK7 act: -0.2; ssDAF-12 act: -1.5; HGIII-sPLA2 inh: -11; hcDAF12 agonist: -2.3; DAX1 inh-1: -0.2; DAX1 inh-2: -1.0; FXN GAA850 act: 1.3; hgDAF-12 ag: 0.8

Results for O=c1ccnc(Nc2ccc([N+](=O)[O-])cc2)[nH]1 ?
SMARCA2 activ: -1; NPR2 activator: 1; GC-A act: 0; proKLK7 act: -0.1; ssDAF-12 act: -1.0; HGIII-sPLA2 inh: 2; hcDAF12 agonist: -1.7; DAX1 inh-1: 0.0; DAX1 inh-2: -0.1; FXN GAA850 act: 0.2; hgDAF-12 ag: 0.2

Results for O=C(CCNC(=O)c1ccco1)Nc1nc2ccccc2s1 ?
SMARCA2 activ: 5; NPR2 activator: -2; GC-A act: 3; proKLK7 act: -0.2; ssDAF-12 act: 0.9; HGIII-sPLA2 inh: 6; hcDAF12 agonist: 4.3; DAX1 inh-1: 1.7; DAX1 inh-2: 0.4; FXN GAA850 act: 3.5; hgDAF-12 ag: 8.2

What do the screens show for `Cc1cc(C)n(-c2nnc(C)n2NS(=O)(=O)c2ccc(F)cc2)n1`?
SMARCA2 activ: 2; NPR2 activator: 3; GC-A act: -1; proKLK7 act: -0.2; ssDAF-12 act: -1.5; HGIII-sPLA2 inh: 0; hcDAF12 agonist: 1.2; DAX1 inh-1: 0.1; DAX1 inh-2: -0.3; FXN GAA850 act: 1.1; hgDAF-12 ag: -0.8

What do the screens show for `CN(C)S(=O)(=O)c1ccc(NC(=S)NC(=O)c2ccc(Br)o2)cc1`?
SMARCA2 activ: -2; NPR2 activator: 4; GC-A act: -1; proKLK7 act: -0.6; ssDAF-12 act: -1.3; HGIII-sPLA2 inh: 3; hcDAF12 agonist: 0.5; DAX1 inh-1: -0.1; hgDAF-12 ag: 0.4

How did COc1ccc(NC(=S)NC23CC4CC(CC(C4)C2)C3)cc1OC do in these assays?
SMARCA2 activ: -2; NPR2 activator: 0; GC-A act: 3; proKLK7 act: 0.7; ssDAF-12 act: -0.8; HGIII-sPLA2 inh: 10; hcDAF12 agonist: 0.2; DAX1 inh-1: 0.8; DAX1 inh-2: 0.8; FXN GAA850 act: 1.2; hgDAF-12 ag: -2.0

Results for C=CCn1c(SCC(=O)NCc2ccc3c(c2)OCO3)nc2scc(-c3ccc(F)cc3)c2c1=O ?
SMARCA2 activ: -1; NPR2 activator: -9; GC-A act: 1; proKLK7 act: 0.2; ssDAF-12 act: -1.5; HGIII-sPLA2 inh: -3; hcDAF12 agonist: -1.0; DAX1 inh-1: 0.0; DAX1 inh-2: -0.7; FXN GAA850 act: 3.1; hgDAF-12 ag: 0.9

Results for O=C(COc1ccccc1)NCc1cccs1 ?
SMARCA2 activ: 2; NPR2 activator: -2; GC-A act: -4; proKLK7 act: 0.1; ssDAF-12 act: -0.6; HGIII-sPLA2 inh: 2; hcDAF12 agonist: -1.1; DAX1 inh-1: 0.2; DAX1 inh-2: 0.9; FXN GAA850 act: 3.6; hgDAF-12 ag: 0.4

What do the screens show for `CCOC(=O)C1(CCSC)NC(c2ccco2)C2C(=O)N(C)C(=O)C21` (stereo unspecified)?
SMARCA2 activ: 2; NPR2 activator: 1; GC-A act: 0; proKLK7 act: -0.5; ssDAF-12 act: -1.3; HGIII-sPLA2 inh: -1; hcDAF12 agonist: -0.2; DAX1 inh-1: -0.7; DAX1 inh-2: 0.5; FXN GAA850 act: -0.9; hgDAF-12 ag: -0.6

What do the screens show for `CC(C)CN(CC(C)C)C(=O)Nc1ccccc1F`?
SMARCA2 activ: 0; NPR2 activator: -1; GC-A act: 1; proKLK7 act: -0.8; ssDAF-12 act: -1.7; HGIII-sPLA2 inh: 4; hcDAF12 agonist: 0.7; DAX1 inh-1: -0.8; DAX1 inh-2: -0.5; FXN GAA850 act: 0.2; hgDAF-12 ag: 2.3

Results for Cc1ccc(C(=O)NCC(=O)OCc2c(F)cccc2Cl)s1 ?
SMARCA2 activ: 5; NPR2 activator: -1; GC-A act: 4; proKLK7 act: 0.0; ssDAF-12 act: 0.2; HGIII-sPLA2 inh: 0; hcDAF12 agonist: -0.7; DAX1 inh-1: 0.3; DAX1 inh-2: 0.2; FXN GAA850 act: 2.5; hgDAF-12 ag: 3.8

What do the screens show for `CCCCOC(=O)n1ccc(C(=O)Nc2ccccc2OC)n1`?
SMARCA2 activ: -2; NPR2 activator: -1; GC-A act: 4; proKLK7 act: 0.2; ssDAF-12 act: -1.4; HGIII-sPLA2 inh: -1; hcDAF12 agonist: -2.0; DAX1 inh-1: -0.2; DAX1 inh-2: 0.0; FXN GAA850 act: 0.7; hgDAF-12 ag: -2.2

What do the screens show for `COc1ccccc1C(=O)NNC(=O)C(=O)NCc1ccccc1`?
SMARCA2 activ: -2; NPR2 activator: 1; GC-A act: 2; proKLK7 act: 0.2; ssDAF-12 act: 0.4; HGIII-sPLA2 inh: 2; hcDAF12 agonist: 1.9; DAX1 inh-1: -0.5; DAX1 inh-2: -0.7; FXN GAA850 act: -1.1; hgDAF-12 ag: -0.9

How did CC(=O)OC[C@@H]1CN(Cc2cccc(C(F)(F)F)c2)C[C@H](n2cnc3c(N4CCOCC4)ncnc32)O1 do in these assays?
SMARCA2 activ: -1; NPR2 activator: -4; GC-A act: -8; proKLK7 act: -0.1; ssDAF-12 act: -0.7; HGIII-sPLA2 inh: -6; hcDAF12 agonist: -1.2; DAX1 inh-1: -1.2; FXN GAA850 act: 0.0; hgDAF-12 ag: 0.3
